Cneo AK release: Cryptococcus neoformans cell lysis inducers, primary screen, AK release luminescence, single concentration; C. neoformans lysis, adenylate kinase release luminescence, 4 h; normalised: neutral wells 0, clomiphene wells 100; 360,000 tested, 0.2% active; lysis activity, % at 15 µM;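 active means mean lysis activity across replicates of at least 80%, whatever share of replicates individually reach that level; inactive means mean lysis activity below 80%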
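Material – Cryptococcus neoformans yeast cells · Quantity – 5 × 10^6 yeast cells/mL · Buffer or medium – YPD medium · Compound – single dose · Timing – 4 h static compound exposure, 37 °C, read 1 h post-reagent · Signal – adenylate kinase release luminescence · Read-out basis – lysis from increased AK signal · Benchmarks – Clomiphene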
PGC1a acetyl inh: inhibitors of PGC1a acetylation signal, primary screen, cell-based, U2OS, AlphaScreen, inhibitor mode | AlphaScreen anti-acetyl-lysine; with virally co-expressed GCN5 acetyltransferase | inhibition, % at 15.6 µM | 350,000 tested, 0.17% active;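 active means every replicate shows inhibition of at least 40%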;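 further: 0% = neutral control wells and 100% = positive control wells; some results beyond the cut were filed as inactive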
PAX8 inh HTS: inhibitors of PAX8-driven TPO luciferase reporter, primary screen, RMG-I cells, single concentration. SteadyGlo, 24 h. inhibition, % at 12.6 µM. 360,000 tested, 1.2% active. AID 652154, 2013;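 active means mean replicate inhibition at least 60% with every replicate also reaching 60%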;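 further: luciferase light reporting Pax8 driven TPO promoter activity; plate controls were median of neutral control wells for no effect and mitoxantrone controls for full effect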
Casp6 inh: human caspase-6 inhibitors, primary screen, biochemical, VEID-R110 fluorescence, single point, set 2 | inhibition, % at 12.5 µM | P55212 | AID 686996, 2013 | purified caspase-6, Z-VEID-R110 cleavage fluorescence | 350,000 tested, 0.53% active;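 active means mean inhibition across replicates at least about 35%, with every replicate also reaching that limit, limit read from the data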;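 further: 0% = median of neutral control wells and 100% = no fluorescence left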
Target sequence (P55212 24-179 limits assumed): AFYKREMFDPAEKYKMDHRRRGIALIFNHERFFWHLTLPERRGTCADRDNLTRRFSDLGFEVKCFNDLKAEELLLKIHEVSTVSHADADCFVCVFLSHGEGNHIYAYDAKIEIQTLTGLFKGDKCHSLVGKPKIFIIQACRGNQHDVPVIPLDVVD
Target sequence (P55212 194-293 limits assumed): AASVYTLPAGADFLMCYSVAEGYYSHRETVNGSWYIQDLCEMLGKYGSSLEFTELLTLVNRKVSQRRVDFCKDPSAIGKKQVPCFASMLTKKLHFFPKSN
LGR2 antag: inhibitors of bursicon-induced LGR2 CRE-luciferase signal, primary screen, cell-based, HEK293, CRE-luciferase reporter, bursicon stimulation; Drosophila bursicon receptor LGR2 (rickets); bursicon-stimulated, 4 h; inhibition, % at 9.99 µM; 380,000 tested, 0.35% active;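 active means drop in luminescence signal, shown as inhibition above about 50% in the replicate tests, limit read from the data, passing the limit was not always enough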;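 further: agonist challenge used bursicon conditioned medium at about half maximal strength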
FN deposition inh: inhibitors of fibronectin matrix deposition, primary screen, AH1F cells, Alexa488-fibronectin fluorescence, plate reader. AH1F fibroblasts, overnight. 350,000 tested, 0.086% active. AID 743247, 2014. inhibition, % at 12.6 µM;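 active means mean inhibition across replicates of 30% or more, regardless of how many single replicates reach that level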;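 further: positive control wells lacked labelled fibronectin entirely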
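Assay system: AH1F fibroblasts assembling fluorescent fibronectin matrix; Amount: 10000 AH1F cells per well; Buffer or medium: DMEM, 2% serum; Probe or stimulus: Alexa488-fibronectin, 24 nM final in well; Doses: single compound dose, delivered by pin transfer; Incubation: 1 h adhesion, overnight exposure; Measured by: fluorescence 485/525 nm; Read-out: fibronectin deposition inhibition.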
miR-122 sensor: miR-122 Renilla sensor signal increase in Huh7, primary screen, miR-122 inhibitor project, cell-based, single point, plate reader; Huh7 miR-122 Renilla luciferase sensor, 48 h; neutral wells = 0, positive control = 100; 340,000 tested, 0.3% active; activation (reporter increase), % at 12.5 µM;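 active means mean replicate activation score at least 90 and every replicate individually at or above 90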;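 further: higher luciferase means less miR-122 activity so hits act as miR-122 inhibitors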
EWS-Fli inh: EWS/Fli-driven NR0B1 reporter inhibitors, primary screen, A673 cells, NR0B1 luciferase, luminescence, MLPCN library; viability-normalised; 350,000 tested, 0.67% active; inhibition, % at 12.6 µM; AID 651661, 2012;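 active means mean inhibition of at least 50% after viability correction, with every replicate also passing that limit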;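 further: firefly luciferase signal divided by Alamar Blue viability fluorescence both relative to DMSO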
Active calls of the source: *; / = no result given; [ ] = another dose, or the depositor's remark.

1	CCOC(=O)N/N=C(\C)c1ccc(Oc2ncccn2)cc1
2	CC1C/C(=N/Nc2nc3ccccc3[nH]2)CC(C)(C)C1 (stereo unspecified)
3	O=C(NCc1ccc(F)cc1)c1cc(S(=O)(=O)N2CCCCC2)ccc1Cl
4	CCS(=O)(=O)N1CCC(C(=O)NCc2ccc(OC)cc2)CC1
5	Cc1cccn2c(=O)c3cc(C(=O)NC4CCCCC4)c(=N)n(Cc4ccc(F)cc4)c3nc12
6	COc1ccc(NC(=O)CN2CCN(c3c(C)cccc3C)CC2)cc1
7	COc1ccc(CCN2C(=O)/C(=C\c3ccco3)SC2=S)cc1OC
8	Cc1ccc(OC(=O)C(C)c2cccc(C(=O)c3ccccc3)c2)cc1 (stereo unspecified)

assay / entry | 1 | 2 | 3 | 4 | 5 | 6 | 7 | 8
Cneo AK release | -2 | / | -2 | -1 | -4 | 12 | 4 | 2
PGC1a acetyl inh | -5 | / | 6 | 7 | 31 | -10 | -5 | 7
PAX8 inh HTS | -1 | 25 | -8 | -2 | 6 | 28 | 19 | /
Casp6 inh | 0 | 0 | 1 | 0 | 0 | -1 | -5 | 1
LGR2 antag | 2 | 14 | 0 | 4 | -4 | 12 | 24 | 2
FN deposition inh | -8 | -5 | 4 | 4 | 1 | 2 | -4 | /
miR-122 sensor | -2 | / | 1 | -8 | 7 | 1 | 11 | 4
EWS-Fli inh | 0 | 1 | 2 | 11 | -5 | 3 | 13 | 6

9	CNC[C@@H]1OCCCC[C@H](C)Oc2ccc(NC(=O)Nc3ccc4c(c3)OCO4)cc2C(=O)N([C@@H](C)CO)C[C@@H]1C
10	O=S(=O)(c1ccc(Cl)nc1)N1CCN(c2ncccn2)CC1
11	CN(C)c1ccc(-c2ccc([C@H]3[C@@H]4C=CCC[C@@]4(C)C(=O)N3Cc3ccccc3)c(F)c2)cc1
12	CN(C)c1ccc(S(=O)(=O)NCC(=O)N2CCN(S(=O)(=O)c3cccc(F)c3)CC2)cc1[N+](=O)[O-]
13	COc1ccc(C2/C=C\CN(C(=O)OCC3c4ccccc4-c4ccccc43)CC(=O)N2Cc2cccc(F)c2)cc1 (stereo unspecified)
14	O=c1c(F)cn(C2CCCO2)c(=O)n1Cc1ccccc1F (stereo unspecified)
15	O=C(c1ccncc1)N1CC(=O)N2[C@@H](CO)[C@H](c3ccc(-c4ccccc4)cc3)[C@@H]2C1
16	Cc1noc(C)c1NC(=O)Nc1ccc2c(c1)C(=O)N([C@@H](C)CO)C[C@H](C)[C@@H](CN(C)S(=O)(=O)c1ccc(Cl)cc1)OCCCC[C@H](C)O2

assay / entry | 9 | 10 | 11 | 12 | 13 | 14 | 15 | 16
Cneo AK release | / | -5 | 0 | 1 | 0 | -3 | / | 1
PGC1a acetyl inh | -6 | -3 | -6 | 3 | 4 | -1 | -2 | -3
PAX8 inh HTS | -13 | -5 | 0 | 15 | 17 | / | -28 | 7
Casp6 inh | / | 0 | 6 | -161 | -2 | 0 | 0 | -1
LGR2 antag | 1 | -9 | 20 | -4 | 6 | -11 | -12 | 0
FN deposition inh | / | -1 | 1 | 3 | / | / | / | -3
miR-122 sensor | -6[16.7 µM] | 0 | -15 | -4 | 0 | -6 | / | -6[16.7 µM]
EWS-Fli inh | -5 | 1 | 32 | 0 | -10 | 2 | -9 | /

17	CCOC(=O)N1CCC(NC(=O)c2ccc3c(c2)N(Cc2ccc(C)cc2)CCS3)CC1
18	COC(=O)N1C[C@H](OCc2cn(-c3ccc(OC)cc3)nn2)[C@H]2C[C@@H]1c1ccccc1O2
19	Cc1ccc(S(=O)(=O)NC(=O)Nc2cccc(S(=O)(=O)N(C)C)c2)cc1
20	CCCNC(=O)N1C[C@H](C)[C@H](OC)CN(C)C(=O)c2cc(NC(C)=O)ccc2OC[C@H]1C
21	C[C@@H]1CCCCO[C@H](CN(C)C(=O)c2ccccc2)[C@H](C)CN([C@@H](C)CO)C(=O)c2cc(NC(=O)NC3CCCCC3)ccc2O1
22	CCCNC(=O)N(C)C[C@H]1Oc2cc(C#CCOC)ccc2S(=O)(=O)N([C@H](C)CO)C[C@H]1C
23	CCN(CC)CCCNC(=O)c1nn2c(C(F)(F)F)cc(-c3ccccc3)nc2c1Cl
24	O=C(Nc1cc(S(=O)(=O)N2CCCCC2)ccc1Cl)c1ccc(F)cc1

assay / entry | 17 | 18 | 19 | 20 | 21 | 22 | 23 | 24
Cneo AK release | -4 | / | 0 | 6 | 48 | 3 | -1 | -2
PGC1a acetyl inh | / | / | 10 | -2 | -10 | -15 | -3 | -2
PAX8 inh HTS | 14 | -6 | 1 | / | -12 | / | 18 | 3
Casp6 inh | 2 | 1 | -1 | 2 | 2 | 3 | -6 | 0
LGR2 antag | -22 | -8 | -9 | -1 | -11 | -3 | 2 | 0
FN deposition inh | 0 | 3 | -10 | -8 | -7 | -5 | 6 | 9
miR-122 sensor | / | / | -3 | -1[16.7 µM] | -5[16.7 µM] | 10[16.7 µM] | -3 | 5
EWS-Fli inh | 12 | -6 | -6 | -3 | -5 | -5 | 7 | 8

Further entries follow:
Results follow in this order: Cneo AK release, PGC1a acetyl inh, PAX8 inh HTS, Casp6 inh, LGR2 antag, FN deposition inh, miR-122 sensor, EWS-Fli inh
#25 Cc1nc(N)sc1N=Nc1ccc(Br)cc1
    -5, 5, -204, /, /, -5, -9, /
#26 COc1ccc(-c2ccc([C@@H]3[C@H]4CNCC(=O)N4[C@H]3CO)cc2)cc1
    /, -12, /, 0, 7, /, /, 1
#27 CCc1nc2ccc(C(=O)N3CCN(S(=O)(=O)CC)CC3)cn2c1N(CC)C(=O)NCCc1ccccc1
    0, /, -22, -5, 12, 3, 0, -17
#28 O=S(=O)(NC1CCCCC1)c1ccc(Cl)s1
    -1, 11, /, -3, 6, /, 50, 1
#29 COc1cc(-c2cc(OC)c3c(C)oc(C)c3c(=O)c2)ccc1O
    1, -5, /, 5, 2, /, /, 18
#30 O=C(CC1C(=O)NCCN1Cc1ccc(F)cc1)NCCCn1cccn1 (stereo unspecified)
    1, /, -4, -3, 14, -7, -2, 7
#31 O=C(/C=C/c1cccc(Br)c1)OCC(=O)N1CCN(c2ccccc2)CC1
    -1, 4, -1, 3, -1, -28, -5, 0
#32 CCc1cc2c(=O)c(-c3nc(C)cs3)c(CCCC(=O)O)oc2cc1O
    1, /, -9, 5, 8, -2, 13, 11
#33 CCCNC(=O)C[C@H]1CC[C@H]2[C@@H](COc3ccc(NC(=O)c4cc(F)cc(F)c4)cc3C(=O)N2C)O1
    -3, 2, 6, /, /, /, -53[16.7 µM], 4
#34 CCOC(=O)c1cc(S(=O)(=O)NCC2CCN(Cc3cccc(C)c3)CC2)cn1C
    1, -25, -21, -13, 10, 1, -6, 5
#35 Cc1cc2occ(CC(=O)N(C)CC(=O)Nc3ccccc3C(F)(F)F)c2cc1C
    -2, /, 5, -1, 5, 1, /, 2
#36 C[C@@H]1CN([C@@H](C)CO)C(=O)c2cc(NC(=O)Cc3ccccc3)ccc2O[C@@H]1CN(C)Cc1ccc(Oc2ccccc2)cc1
    1, 3, /, -2, -7, /, 26[16.7 µM], 12
#37 C/C=C/c1cnc2c(c1)C(=O)N([C@H](C)CO)C[C@H](C)[C@@H](CN(C)S(=O)(=O)c1ccc(OC)cc1)O2
    -3, 5, /, 1, 6, /, 9[16.7 µM], -12
#38 CNC[C@@H]1Oc2c(NC(=O)C3CCCCC3)cccc2C(=O)N([C@H](C)CO)C[C@@H]1C
    2, -3, /, 1, 10, -1, -4[16.7 µM], -15
#39 CCCCCC(=O)N1C[C@H](O)[C@@H](n2cc(-c3ccc(F)cc3)nn2)C[C@@H]1c1ccccc1
    /, 2, 5, -6, -15, 14, 4, 8
#40 Cc1cc(C)n(-c2nc3ccccc3nc2N2CCN(C(=O)c3ccc(F)cc3)CC2)n1
    -2, 0, /, /, 17, /, -3, /
#41 C[C@@H]1CCCCO[C@H](CN(C)Cc2ccccc2)[C@@H](C)CN([C@H](C)CO)C(=O)c2cc(NC(=O)CCC(F)(F)F)ccc2O1
    71, 1, -20, 0, 7, 9, 0[16.7 µM], -7
#42 C[C@@H]1CN([C@@H](C)CO)C(=O)c2cc(NS(=O)(=O)c3cn(C)cn3)ccc2O[C@@H](C)CCCCO[C@@H]1CN(C)C(=O)Nc1ccc(C(F)(F)F)cc1
    -5, 25, 1, 0, 12, 2, 3[16.7 µM], -10
#43 C[C@@H]1CN([C@@H](C)CO)C(=O)Cc2cc(NC(=O)CCN3CCOCC3)ccc2O[C@@H]1CN(C)S(=O)(=O)c1cccs1
    4, 6, -18, 1, 10, /, 6[16.7 µM], -5
#44 O=c1c2ccccc2c(C=NC2CCS(=O)(=O)C2)c(O)n1-c1ccccc1 (stereo unspecified)
    1, 3, 4, /, /, -4, 1, /
#45 Cc1ccc(S(=O)(=O)NCC(NCc2ccc(F)cc2)c2ccccc2)cc1 (stereo unspecified)
    1, -4, 8, 1, -2, -3, -1, -5
#46 Cc1noc(C)c1NC(=O)Nc1ccc2c(c1)CC(=O)N([C@@H](C)CO)C[C@@H](C)[C@@H](CN(C)C(=O)Nc1c(C)noc1C)O2
    -6, 8, -22, /, -13, /, 2[16.7 µM], 1
#47 CC(C)(C)S(=O)(=O)c1cnc(N2CCCC2)nc1N
    /, /, 12, -7, -7, -6, /, 4
#48 N#C/C(=N\Nc1ccc(S(=O)(=O)N2CCCCCC2)cc1)C(N)=S
    /, /, -25, 3, -20, -3, /, -4
#49 CC(=O)N1CCN(S(=O)(=O)c2cccc(C(=O)NC3CC3)c2)CC1
    1, 3, -5, -2, 13, -3, -2, 0
#50 CN[C@@H](C)C(=O)NC[C@H]1O[C@@H](n2cnc3c(N)ncnc32)[C@H](O)[C@@H]1O
    6, -5, 4, -3, -13, 4, -1, -6

By substructure, those above containing two or more sulfur atoms.
Results follow in this order: Cneo AK release, PGC1a acetyl inh, PAX8 inh HTS, Casp6 inh, LGR2 antag, FN deposition inh, miR-122 sensor, EWS-Fli inh
#7 COc1ccc(CCN2C(=O)/C(=C\c3ccco3)SC2=S)cc1OC
    4, -5, 19, -5, 24, -4, 11, 13
#12 CN(C)c1ccc(S(=O)(=O)NCC(=O)N2CCN(S(=O)(=O)c3cccc(F)c3)CC2)cc1[N+](=O)[O-]
    1, 3, 15, -161, -4, 3, -4, 0
#19 Cc1ccc(S(=O)(=O)NC(=O)Nc2cccc(S(=O)(=O)N(C)C)c2)cc1
    0, 10, 1, -1, -9, -10, -3, -6
#28 O=S(=O)(NC1CCCCC1)c1ccc(Cl)s1
    -1, 11, /, -3, 6, /, 50, 1
#43 C[C@@H]1CN([C@@H](C)CO)C(=O)Cc2cc(NC(=O)CCN3CCOCC3)ccc2O[C@@H]1CN(C)S(=O)(=O)c1cccs1
    4, 6, -18, 1, 10, /, 6[16.7 µM], -5
#48 N#C/C(=N\Nc1ccc(S(=O)(=O)N2CCCCCC2)cc1)C(N)=S
    /, /, -25, 3, -20, -3, /, -4
